TLR4-MyD88 BLA: inhibitors of TLR4-MyD88 association in cells, primary screen, cell-based, HeLa CL3-4, BLA complementation, FRET ratio. HeLa CL3-4 TLR4/MyD88 BLA complementation. inhibition, % at 8.4 µM. actives 0.18% (n = 200,000); in the data active = inhibition above about 25%;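 also: 0% = vehicle and 100% = reference inhibitor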
Target sequence (O00206 whole entry, looked up): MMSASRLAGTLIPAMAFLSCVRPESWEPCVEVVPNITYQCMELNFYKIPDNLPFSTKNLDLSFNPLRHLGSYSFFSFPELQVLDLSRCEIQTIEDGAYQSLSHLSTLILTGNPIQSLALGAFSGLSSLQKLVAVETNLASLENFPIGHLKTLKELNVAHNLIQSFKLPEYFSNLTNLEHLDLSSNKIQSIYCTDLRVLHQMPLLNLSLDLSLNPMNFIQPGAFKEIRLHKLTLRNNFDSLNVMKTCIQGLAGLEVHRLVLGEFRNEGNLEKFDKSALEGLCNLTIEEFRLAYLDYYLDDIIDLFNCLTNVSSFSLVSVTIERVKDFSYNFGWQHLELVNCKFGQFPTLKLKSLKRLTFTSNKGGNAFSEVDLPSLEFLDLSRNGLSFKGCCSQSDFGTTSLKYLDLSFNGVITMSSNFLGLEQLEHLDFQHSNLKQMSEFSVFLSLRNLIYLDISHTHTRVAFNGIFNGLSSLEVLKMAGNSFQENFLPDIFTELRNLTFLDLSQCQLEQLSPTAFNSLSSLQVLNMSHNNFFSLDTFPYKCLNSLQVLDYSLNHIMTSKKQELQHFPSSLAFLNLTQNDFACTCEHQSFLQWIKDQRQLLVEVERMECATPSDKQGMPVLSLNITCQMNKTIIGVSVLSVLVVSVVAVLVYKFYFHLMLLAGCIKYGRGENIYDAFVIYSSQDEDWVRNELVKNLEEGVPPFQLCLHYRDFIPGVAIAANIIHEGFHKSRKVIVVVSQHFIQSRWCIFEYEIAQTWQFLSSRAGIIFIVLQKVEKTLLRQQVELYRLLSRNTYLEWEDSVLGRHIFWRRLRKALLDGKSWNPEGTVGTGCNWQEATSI
Target sequence (Q99836 whole entry, looked up): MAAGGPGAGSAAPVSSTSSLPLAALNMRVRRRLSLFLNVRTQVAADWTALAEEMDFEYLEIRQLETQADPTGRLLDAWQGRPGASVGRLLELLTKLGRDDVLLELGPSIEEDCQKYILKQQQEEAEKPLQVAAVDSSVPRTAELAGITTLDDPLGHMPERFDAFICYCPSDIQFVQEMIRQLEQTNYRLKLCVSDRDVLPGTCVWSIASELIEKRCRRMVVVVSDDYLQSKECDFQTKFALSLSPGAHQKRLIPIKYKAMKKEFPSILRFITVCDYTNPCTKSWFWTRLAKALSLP
SRC2 TRFRET art: TR-FRET signal artefacts, primary screen, artefact control for PPARgamma SRC-2 agonist project, biochemical; TR-FRET ratio at 8 µM; actives 0.4% (n = 200,000); TR-FRET artefact counter-screen; stronger effect = higher value; in the data active = TR-FRET ratio above about 2000; also: inactives centre near 1500
Lmaj promast: Leishmania major promastigote growth inhibition, primary screen; Leishmania major promastigotes, resazurin fluorescence viability; actives 9% (n = 200,000); inhibition, % at 10 µM; in the data active = inhibition above about 50%;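 also: promastigotes grown with compound for 44 hours at 28 °C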
ROMK primary: ROMK potassium channel modulators, primary screen, cell-based, thallium flux, MLSMR library; B-score at 10 µM; actives 2% (n = 130,000); ATP-sensitive inward rectifier potassium channel 1 (Homo sapiens), P48048; Tet-inducible ROMK, thallium flux fluorescence; actives lie on both sides; AID 1918, 2009;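 active = signal ratio slope over the read window, or its plate-corrected B-score, at least 3 SD from the plate mean, either direction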;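 also: B-score of the F/F0 ratio slope over 7 to 12 s after thallium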
DTT redox prof: compounds producing H2O2 with reducing agent – biochemical, NIH compound library profiling, artefact control for MLSCN library redox annotation, primary screen; DTT-dependent redox cycling H2O2, phenol red/HRP absorbance; 100% = 100 µM peroxide control, 0% = buffer; activation, % at 10 µM; actives 0.03% (n = 200,000);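 active = activation of at least 50% relative to the plate's high and low controls in the primary single-dose screen; inactive = activation below 50%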;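 also: compound incubated with DTT at 0.8 mM final as the reducing agent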
bIAP inh: bovine intestinal alkaline phosphatase inhibitors, primary screen, selectivity assay for TNAP inhibitor project, biochemical, bovine IAP, CDP-star luminescence; purified bovine IAP, 30 min; alkaline phosphatase, intestinal [Bos taurus]; inhibition, % at 20 µM; 190,000 tested, under 10 active;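 active = over 50% inhibition of intestinal alkaline phosphatase at 20 µM in the single-dose screen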
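test system = bovine IAP enzyme | medium = DEA buffer 100 mM, pH 9.8, with MgCl2 1.0 mM, ZnCl2 0.02 mM | detection = luminescence | dosing = single compound dose of 20 µM, 2% DMSO final | incubation = 30 min reaction at room temperature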
PPARg SRC-3 ag: PPARgamma agonists recruiting SRC-3 coactivator, primary screen, biochemical | actives 0.26% (n = 200,000) | biochemical PPARgamma/SRC-3 coactivator recruitment assay | Peroxisome proliferator-activated receptor gamma (Homo sapiens), P37231 | activation, % at 8 µM; in the data active = activation above about 23%;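 also: 0% = DMSO and 100% = reference agonist; some compounds past the cut are filed as inactive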
S1P3 antag: S1P3 receptor antagonists, primary screen, cell-based; Sphingosine 1-phosphate receptor 3 (Homo sapiens), Q99500; AID 485, 2006; inhibition, % at 4.98 µM; CHO S1P3 NFAT-BLA reporter, FRET fluorescence, antagonist mode; actives 0.27% (n = 170,000);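 active = inhibition above the plate cutoff, the mean inhibition of test wells on that plate plus 3 SD, cut at about 28% in these data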;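 also: cells challenged with S1P at its EC80 of 0.8 µM; blue over green emission ratio from cleaved BLA substrate after 4 h stimulation; 0% = S1P-stimulated wells and 100% = unstimulated DMSO-only wells; some compounds past the cut are filed as inactive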
bIAP activator: bovine intestinal alkaline phosphatase activators, primary screen, biochemical, bovine IAP, CDP-star luminescence. actives 0.17% (n = 200,000). alkaline phosphatase, intestinal [Bos taurus]. purified bovine IAP, 30 min; stronger effect = higher value; fold of DMSO-control signal, blank-subtracted. activation factor at 20 µM;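 active = activation factor of 2 or more at 20 µM, a signal rise over negative controls twice the positive control's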
PPARg SRC1 recr: PPARgamma agonists recruiting SRC-1 coactivator, primary screen, biochemical; activation, % at 8 µM; PPARgamma-SRC-1 coactivator recruitment biochemical assay; actives 0.41% (n = 200,000); Peroxisome proliferator-activated receptor gamma (Homo sapiens), P37231; in the data active = activation above about 19%;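 also: 0% = DMSO and 100% = reference agonist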
PPARg SRC2 recr: agonists of PPARg-SRC-2 recruitment, primary screen, biochemical, HTS. Peroxisome proliferator-activated receptor gamma (Homo sapiens), P37231. PPARgamma LBD-SRC-2 recruitment. activation, % at 8 µM. actives 0.34% (n = 200,000); in the data active = activation above about 22%;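 also: 0% = vehicle and 100% = reference agonist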
An asterisk follows results filed as active; / = not tested or not shown.

SMILES	TLR4-MyD88 BLA	SRC2 TRFRET art	Lmaj promast	ROMK primary	DTT redox prof	bIAP inh	PPARg SRC-3 ag	S1P3 antag	bIAP activator	PPARg SRC1 recr	PPARg SRC2 recr
CN1CCN(CCCNC(=O)C2CCN(c3nnc(-n4cccc4)s3)CC2)CC1	-11	1775	6	0.08	0.0	-4	13	-27	1	5	8
CCOc1cc(C)c(C(C)C)cc1S(=O)(=O)N1CCOCC1	5	1691	-2	0.47	1.4	4	9	-10	1	-3	2
Nc1ccc2c(c1)C(=O)N(CCCC(=O)O)C2=O	23	1434	-3	/	2.6	-8	3	-33	1.1	0	2
Cc1c(C(=O)NC(C)C)c(-c2ccccc2)nn1-c1ccccc1	0	1510	-1	1.5	-0.7	-1	6	-3	1	0	10
CN(C)CCNC(=O)c1ccc2c(c1)N(Cc1ccc(F)cc1)CCS2	9	1581	100*	/	-0.8	-23	2	-8	1.2	11	-10
COc1ccc(NC(=S)NNC(=O)c2nnn(-c3ccccc3)c2C)cc1	-3	1620	-1	1.6	0.1	1	3	-9	1	-5	-3
CCN(CC)CCCNC(=O)c1ccc2c(SCC(=O)O)c3c(nc2c1)CCC3	8	1661	-7	0.14	0.5	31	5	-9	0.7	9	23*
CC1=C(C#N)C(=O)NC(=O)/C1=C/c1ccc(-c2ccc(S(N)(=O)=O)cc2)o1	10	1536	1	0.26	-0.8	-4	2	-19	1	8	12
COc1ccc2cc3cc(C(=O)Nc4ccc5c(c4)OCCO5)oc3nc2c1	1	1534	100*	-0.28	0.1	14	-1	19	0.9	-6	-7
CN(Cc1ccccc1)C(=O)c1nc2ccccn2c1CNCCn1cccn1	-3	1451	1	-0.43	-0.6	-17	0	-4	1.2	-6	4
CC(=O)c1ccc2c(c1)C1C=CCC1C(c1ccncc1)N2 (stereo not given)	2	1488	28	/	-7.5	6	9	/	0.9	4	10
CCOC(=O)Cn1cc(/C=N/N2C(=O)C3C4C=CC(C4)C3C2=O)c2ccccc21 (stereo not given)	0	1856	1	-0.071	0.4	-1	7	-5	1	8	4
Cc1ccc(C(=O)Nc2ccc(C(=O)/C=C/c3cccs3)cc2)cc1	-2	1598	6	/	1.7	26	13	/	0.7	17	10
Cc1cccc(Nc2nnc(SCc3cc(=O)n4cc(C)ccc4n3)s2)c1	-18	1654	0	0.47	-0.4	2	6	6	1	5	9
Cc1ccc(NCN2C(=O)C3CC=C(Cl)CC3C2=O)cc1 (stereo not given)	-9	1579	2	-0.67	-0.7	16	1	/	0.8	4	5
COC(=O)CSc1nc2ncc(Cl)cc2[nH]1	0	1577	4	/	-4.3	9	-5	-16	0.9	-2	4
CC(=O)C12C3C4C(C5C1C3C5(Br)C41OCCO1)C21OCCO1 (stereo not given)	2	1621	29	0.21	-0.5	-57	1	-17	1.6	0	-1
N#Cc1c(N)nc2c(c1-c1ccccc1)CCC2	-8	1452	5	0.046	-0.2	-11	-2	-18	1.1	-6	3
O=C(Nc1ccc(-c2cc3ccccc3oc2=O)c(Cl)c1)c1cccnc1	-7	1455	6	/	-5.1	-2	16	/	1	7	13
O=C(COC(=O)c1cccc2ccccc12)NCC1CCCO1 (stereo not given)	-5	1548	-9	-0.21	-3.8	2	2	-12	1	5	7
CC1(C)CC(=O)C2=C(C1)N1C(=C(C#N)C2c2ccccc2Cl)N=C(N)c2ccccc21 (stereo not given)	3	1416	33	0.022	0.7	11	1	3	0.9	8	4
O=C(O)C1C2C=CC(C2)C1C(=O)OC1CC2CCC1C2 (stereo not given)	-14	1607	-1	/	0.4	4	-6	-74	1	-3	5
CCc1ccc(N2CSC3=C(C#N)C(c4cccs4)CC(=O)N3C2)cc1 (stereo not given)	3	2462*	2	-1.1	-0.3	25	8	-10	0.7	10	35*
Cc1ccc([N+](=O)[O-])cc1NCC(=O)NN	-11	1494	-6	0.61	-2.5	-15	0	0	1.2	-3	7
CC(=O)NC(CCS(C)(=O)=O)C(=O)Nc1ccc(C)c(F)c1 (stereo not given)	7	1611	-1	/	-1.2	8	5	-3	0.9	0	-2
COc1cc(C2C(C#N)=C(N)Oc3n[nH]c(-c4cccnc4)c32)cc(Br)c1O (stereo not given)	1	1533	-3	-0.61	-0.2	44	-1	-13	0.6	0	1
COC(=O)c1ccc(NS(=O)(=O)c2cccc3cccnc23)cc1	6	1616	-2	0.49	0.9	9	-12	/	0.9	-3	-3
COc1ccccc1CNC(=O)CN1CCN(Cc2ccc(Cl)cc2)C1=O	6	1733	-7	/	-0.8	/	-2	-46	/	-1	6
CC(=O)NCCn1c(SCC#N)nc2ccccc2c1=O	2	1409	1	-0.3	3.3	-3	-8	-7	1	-1	2
Clc1ccc(-c2nnc3n2CCCCS3)cc1	3	1422	4	0.015	-0.2	-1	-4	-8	1	-2	-9

Some of these compounds in order of SMILES length, low to high.
SMILES	TLR4-MyD88 BLA	SRC2 TRFRET art	Lmaj promast	ROMK primary	DTT redox prof	bIAP inh	PPARg SRC-3 ag	S1P3 antag	bIAP activator	PPARg SRC1 recr	PPARg SRC2 recr
Clc1ccc(-c2nnc3n2CCCCS3)cc1	3	1422	4	0.015	-0.2	-1	-4	-8	1	-2	-9
COC(=O)CSc1nc2ncc(Cl)cc2[nH]1	0	1577	4	/	-4.3	9	-5	-16	0.9	-2	4
O=C(COC(=O)c1cccc2ccccc12)NCC1CCCO1 (stereo not given)	-5	1548	-9	-0.21	-3.8	2	2	-12	1	5	7
COc1ccccc1CNC(=O)CN1CCN(Cc2ccc(Cl)cc2)C1=O	6	1733	-7	/	-0.8	/	-2	-46	/	-1	6
COc1cc(C2C(C#N)=C(N)Oc3n[nH]c(-c4cccnc4)c32)cc(Br)c1O (stereo not given)	1	1533	-3	-0.61	-0.2	44	-1	-13	0.6	0	1

Other results.
SMILES	TLR4-MyD88 BLA	SRC2 TRFRET art	Lmaj promast	ROMK primary	DTT redox prof	bIAP inh	PPARg SRC-3 ag	S1P3 antag	bIAP activator	PPARg SRC1 recr	PPARg SRC2 recr
CCOc1cccc2cc(C(C)=O)oc12	-21	1591	14	0.52	-1.0	2	0	9	1	1	4
O=C(Cn1nc(-c2ccccc2)c2ccccc2c1=O)Nc1cccnc1	5	1352	17	/	0.2	0	-3	/	1	0	-2
CS(=O)(=O)N1CCN(C(=O)c2ccccc2F)CC1	2	1566	-4	-0.12	0.9	8	-3	-10	0.9	1	4
CN(C)CCOc1ccc(Cl)cc1C(C)(C)C	15	1536	6	0.74	-0.2	0	3	2	1	8	4
Cc1ccc(OC(=O)c2cccc(S(=O)(=O)N3CCCC3)c2)c(-n2nc3ccccc3n2)c1	11	1554	27	-0.015	-0.3	-15	1	11	1.2	1	-5
COc1cc(CCC(=O)Nc2ccc(S(=O)(=O)NC3=NCCCCC3)cc2)cc(OC)c1OC	-3	1659	4	0.49	-0.5	-12	-7	-10	1.1	-8	-3
CCCCC(=O)Nc1nc(C)c(-c2csc(Nc3cc(OC)ccc3OC)n2)s1	-5	1720	73*	/	-3.4	5	7	/	1	2	13
COc1ccc(CC(=O)Nc2cc(S(=O)(=O)N3CCCCC3)ccc2N2CCN(C)CC2)cc1	-9	1429	47	0.27	0.1	-15	-2	-8	1.1	-4	-10
NS(=O)(=O)c1ccc(NC(=O)Cc2c(F)cccc2Cl)cc1	-3	1520	-5	/	-0.4	-12	2	-2	1.1	2	0
COCCCNc1nc2ccccc2[nH]c1=O	1	1681	6	/	-0.1	14	8	-1	0.9	11	-2
COC(=O)c1c(-c2cccc(OC)c2)csc1N	15	1547	-10	/	-2.5	15	3	-13	0.9	3	5
O=S1(=O)CCN2N=C(C34CC5CC(CC(C5)C3)C4)SC2=N1	1	1551	-1	-1.5	-0.6	1	0	-10	1	2	-1
O=C(Nc1nccs1)c1cc(S(=O)(=O)N2CCOCC2)c(Cl)cc1Cl	13	1489	7	/	3.0	10	-9	/	0.9	4	1
S=C(NCc1ccccc1)NNc1ccccc1	-20	1604	8	-1	0.7	25	-1	3	0.7	6	4
COc1ccc(NC(=O)C(c2ccccn2)N(C(C)=O)c2ccc(C)cc2)cc1 (stereo not given)	2	1544	32	0.056	-0.2	-29	0	3	1.3	-4	-7
O=C(Nc1ccc(F)cc1)Nc1cc(S(=O)(=O)N2CCOCC2)ccc1N1CCCC1	3	1690	0	-0.043	-0.3	-63	6	-24	1.6	8	13
COc1ccc(C(=O)COC(=O)C(CCCCN2C(=O)C3C4C=CC(C4)C3C2=O)N2C(=O)C3C4C=CC(C4)C3C2=O)cc1 (stereo not given)	-5	1772	8	-2.3	0.6	-1	-4	/	1	0	0
COc1cc(CNCCN2CCOCC2)ccc1OCc1ccc(Cl)cc1Cl	7	1492	100*	/	-3.0	-11	-11	/	1.1	2	0
COC(=O)/C=c1/s/c(=C(\C#N)C(=O)NCc2ccco2)n(-c2ccc(C)cc2)c1=O	-5	1541	1	/	1.6	2	1	-1	1	2	1
Nc1nc(-c2ccc(Br)cc2)c(S(=O)(=O)c2ccccc2)s1	-9	1657	8	0.36	-0.6	-1	-6	4	1	9	8
COc1ccc(CNC(=O)c2noc(C(C)C)c2[N+](=O)[O-])cc1	-12	1601	54*	2.4	-0.5	8	2	-6	0.9	-2	-4
CC(=O)NCc1c(Cl)cccc1-n1cccc1	-1	1458	-3	/	1.2	-4	6	/	1	1	-9
CCOC(=O)C[N+]1(C)CCN(C(C)=O)CC1	8	1427	6	-0.16	-1.7	-3	-1	-3	1	-11	-5
Cc1ccc(-c2nnc(SC(C)C#N)n2N)cc1 (stereo not given)	8	1727	-6	/	-3.0	6	3	-27	0.9	2	7
Fc1cccc(Cl)c1CSc1ccc(-c2ccco2)nn1	11	1662	1	0.13	-0.3	23	6	6	0.8	13	4
CC(C)(C)C1=NN(C(=O)c2ccccc2)C(O)(C(C)(C)C)C1 (stereo not given)	-4	1694	-3	1	-8.3	0	8	/	1	5	7
CC(CC1CC(C)(C)OC1=O)C(=O)Nc1nncs1 (stereo not given)	4	1522	-3	0.88	0.3	14	2	/	0.9	2	14
Cc1cc(C)n(-c2nc(C)nc3c2cnn3-c2ccccc2)n1	3	1403	-2	/	-0.9	11	-2	-6	0.9	-1	4
O=C(O)c1cnn2c(C(F)F)cc(C3CC3)nc12	-13	1328	-5	0.93	0.0	7	-1	/	0.9	2	-1
Cc1cc(NC(=O)c2cc(Cl)ccc2Cl)no1	-2	1500	-6	/	2.1	8	0	-10	0.9	-9	0
Cc1ccccc1C1NC(=S)NC2=C1C(=O)CCC2 (stereo not given)	-6	1590	-5	0.6	-0.6	7	0	-1	0.9	-4	5
Cc1ccc(CC2C(=O)N(c3ncccn3)C(=O)C2C)cc1 (stereo not given)	-7	1348	-10	/	-0.9	4	-9	2	1	1	-12
